14-3-3g Raf = 14-3-3 gamma protein interaction modulation | P61981 | FP, 14-3-3gamma / TMR-pS259-Raf peptide binding | inhibition, % at 40 µM | 160,000 tested, 0.19% active | AID 422; in the data active = inhibition above about 30%;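 note: 0% = protein plus tracer without compound and 100% = blank with tracer alone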
Target sequence (P61981 whole entry, looked up): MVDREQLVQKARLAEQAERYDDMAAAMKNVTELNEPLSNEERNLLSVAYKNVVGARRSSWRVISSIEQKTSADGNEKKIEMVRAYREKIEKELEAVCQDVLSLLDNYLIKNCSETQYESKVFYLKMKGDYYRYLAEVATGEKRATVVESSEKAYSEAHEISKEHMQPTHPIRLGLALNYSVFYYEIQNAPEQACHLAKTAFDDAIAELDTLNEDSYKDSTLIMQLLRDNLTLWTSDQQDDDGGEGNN
* marks the source's active call; other numbers are inactive results; & = joins results of further samples.

14-3-3g Raf,Compound
1,Cc1ccc(S(=O)(=O)NC(C(=O)OCC(=O)NC(=O)c2cccn2C)C(C)C)cc1 (stereo not drawn)
-8,Cc1ccc(Cl)cc1NC(=O)c1cc2n(n1)C(C(F)(F)F)CC(c1ccc3c(c1)OCO3)N2 (stereo not drawn)
1,Cn1nnnc1SCc1ccc(C(=O)Nc2nccs2)cc1
0,CC1(C)C(=O)OC(c2ccccc2I)C(C)(C)C1=O (stereo not drawn)
-1,Cc1ccc(-c2noc(CNc3cccc(C)c3)n2)cc1
-5,CCOc1ccc(C(c2c(C)[nH][nH]c2=O)c2c(C)[nH][nH]c2=O)cc1
-5,Nc1nnc(Cc2ccc(Cl)c(Cl)c2)s1
1,CCCCc1nc2ccccc2n1Cc1nnc2n1-c1ccccc1SC2
2,COc1ccc(NC(=O)C(c2cc3c(cc2[N+](=O)[O-])OCO3)N2CCc3ccccc32)cc1 (stereo not drawn)
0,CC(C)OC(=O)c1c(NC(=O)c2cccs2)sc2c1CCCC2
-10,COC(=O)c1ccc(N2C(=O)c3ccc(C(=O)Nc4ccc(Br)cc4)cc3C2=O)cc1
-3,COc1cccc(-c2nnc(SCC(=O)Nc3cc(C)on3)o2)c1
-8,COCCCn1c(-c2ccc(S(=O)(=O)N3CCOCC3)cc2)csc1=Nc1ccccc1
-3,CCc1c(C)sc(NC(=O)c2ccc(Br)o2)c1C(=O)OC
-9,CC1CCN(S(=O)(=O)c2ccc3ncn(CC(=O)Nc4ccccn4)c(=O)c3c2)CC1
-3,COc1ccc(N2CCn3c2nc2c3c(=O)n(CCc3ccccc3)c(=O)n2C)cc1
4,CS(=O)(=O)c1ccc2nc(NC(=O)c3ccccc3C(=O)O)sc2c1
-6,Cc1ccc(NC(=O)CSc2nnc(Cc3cccn3C)n2-c2ccc(F)cc2)cc1
6,O=C1C2C3C=CC(C3)C2C(=O)N1c1nccs1 (stereo not drawn)
-14,CC1(C)C2CCC1(CS(=O)(=O)Nc1cc(C(=O)Nc3ccc4c(c3)OCCO4)ccc1N1CC3CC(C1)c1cccc(=O)n1C3)C(=O)C2 (stereo not drawn)
-6,CCn1c(=NC(=O)c2ccc(S(=O)(=O)N(C)c3ccccc3)cc2)sc2ccccc21
-21,COc1ccc(-c2coc3cc4oc(=O)c5c(c4cc23)CCC5)cc1F
1,Cc1ccc(OCC(=O)Nc2ccc(S(=O)(=O)N3CCC(C)CC3)cc2)c(Br)c1
-13,Cc1cc(Br)ccc1NC(=O)Cn1ccc2ccccc2c1=O
1,N=c1oc2ccccc2cc1C(=O)Nc1ccc(F)cc1
-1&-6,CCCCOC(=O)c1ccc(NC(=O)c2cnc3n(c2=O)CCS3)cc1
4,CCN(CC)c1ccc(NC(=O)CN2C(=O)CC(C)(C)S(=O)(=O)c3ccccc32)c(C)c1
-30,O=S(=O)(Nc1ccccc1F)c1cccc2nonc12
-4,COc1ccc(-n2nc(C(=O)Nc3ccc(Br)cc3C)c3ccccc3c2=O)c(OC)c1
-4,CCc1ccc(CNC(=O)C2CCN(c3nc4ccc(C)cc4[nH]3)CC2)cc1
0,COC(=O)Cn1c(CCS(=O)(=O)c2ccc(Br)cc2)nc2ccccc21
-4,COc1ccc(C2C(C(=O)Nc3ccc(C(C)C)cc3)c3ccccc3C(=O)N2C)cc1 (stereo not drawn)
-10,Cc1cc2c(=O)oc(-c3ccc(C(C)(C)C)cc3)nc2s1
7,CC(C)Cn1c(-c2ccccc2F)n[nH]c1=S
-12,CC(C)CC1NC(=O)N(CC(=O)c2ccc3c(c2)OCCO3)C1=O (stereo not drawn)
7,O=C(Oc1ccc2ccc(=O)oc2c1)c1cccc([N+](=O)[O-])c1
-5,O=C1CN(C(=O)c2ccc(-c3ccccc3)cc2)C(c2ccc(F)cc2)c2cc(F)ccc2N1 (stereo not drawn)
-6,COc1ccc(OC)c(NC(=O)Cn2cc(C#N)c3cc(Br)ccc32)c1
5,Cc1cc2c(cc1C)C1c3ccccc3C2C2C(=O)C=CC(=O)C12 (stereo not drawn)
-9,COc1ccc(-n2c(SCC(N)=O)nc3sc4c(c3c2=O)CCN(C)C4)cc1
-1,COC(=O)c1ccc(N2CCCCC2)c([N+](=O)[O-])c1
-1&-1,CN1C(=O)c2ccc(S(=O)(=O)c3ccc(C(=O)O)cc3)cc2C1=O
-1,CC(=O)Nc1ccc(S(=O)(=O)NCCN2CCOCC2)cc1
-4,Cc1ccc(NC(=O)c2cc(S(=O)(=O)NCc3ccccc3Cl)ccc2F)cc1Cl
-6&0,CCN(CC)c1ccc(-n2cc3c(=O)n(C)c(=O)n(C)c3c2)cc1
2,Cc1ccccc1NC(=O)C1Cc2ccccc2C(=O)O1 (stereo not drawn)
-62,CCOc1ccc(NC(=O)c2cc(-c3ccc(C)o3)nc3ccccc23)cc1
2,Cc1nc(SCC(=O)NCCc2ccccc2)n[nH]1
-29,COCCOC(=O)C1=C(N)OC2=C(C(=O)CCC2)C1c1ccc(Br)cc1 (stereo not drawn)
-4,CC(C)=CCC/C(C)=C/CC/C(C)=N/O
-2&3,COC(=O)c1c(C)nc2ccccc2c1C(=O)O
2,COc1ccc(N2CCN(C(=O)CCn3c(=O)[nH]c4ccsc4c3=O)CC2)cc1
-3,Cc1cccc(N(C(=O)CCC(=O)Nc2ccccn2)C(C(=O)NC(C)C)c2ccc(O)cc2)c1 (stereo not drawn)
-4,O=C1CSc2ccc(C(=O)NCc3ccc(F)cc3)cc2N1
0,CCOC(=O)c1ccc2[nH]c3c(c2c1)CCCC3O (stereo not drawn)
-8,O=C(COc1cccc2cccnc12)NCC(F)(F)F
-5&-19,O=C1NCCCC2c3cc(O)c4ccccc4c3OC12N1CCCCC1 (stereo not drawn)
-2,O=C(Nc1nnc(C2CCCO2)s1)c1cccs1 (stereo not drawn)
3,C/C(N)=C(/C#N)C(=O)COC(=O)c1cc(S(=O)(=O)N2CCCCC2)ccc1C
2,CCOC(=O)CC(=O)Nc1c(C)cc(C)cc1C

Some of the entries so far, as a markdown table.
| SMILES | 14-3-3g Raf |
| --- | --- |
| CN1C(=O)c2ccc(S(=O)(=O)c3ccc(C(=O)O)cc3)cc2C1=O | -1&-1 |
| CC(=O)Nc1ccc(S(=O)(=O)NCCN2CCOCC2)cc1 | -1 |
| Cc1ccc(NC(=O)c2cc(S(=O)(=O)NCc3ccccc3Cl)ccc2F)cc1Cl | -4 |
| CCN(CC)c1ccc(-n2cc3c(=O)n(C)c(=O)n(C)c3c2)cc1 | -6&0 |
| Cc1ccccc1NC(=O)C1Cc2ccccc2C(=O)O1 (stereo not drawn) | 2 |
| CCOc1ccc(NC(=O)c2cc(-c3ccc(C)o3)nc3ccccc23)cc1 | -62 |
| Cc1nc(SCC(=O)NCCc2ccccc2)n[nH]1 | 2 |
| COCCOC(=O)C1=C(N)OC2=C(C(=O)CCC2)C1c1ccc(Br)cc1 (stereo not drawn) | -29 |
| CC(C)=CCC/C(C)=C/CC/C(C)=N/O | -4 |
| COC(=O)c1c(C)nc2ccccc2c1C(=O)O | -2&3 |
| COc1ccc(N2CCN(C(=O)CCn3c(=O)[nH]c4ccsc4c3=O)CC2)cc1 | 2 |
| Cc1cccc(N(C(=O)CCC(=O)Nc2ccccn2)C(C(=O)NC(C)C)c2ccc(O)cc2)c1 (stereo not drawn) | -3 |
| O=C1CSc2ccc(C(=O)NCc3ccc(F)cc3)cc2N1 | -4 |
| CCOC(=O)c1ccc2[nH]c3c(c2c1)CCCC3O (stereo not drawn) | 0 |
| O=C(COc1cccc2cccnc12)NCC(F)(F)F | -8 |
| O=C1NCCCC2c3cc(O)c4ccccc4c3OC12N1CCCCC1 (stereo not drawn) | -5&-19 |
| O=C(Nc1nnc(C2CCCO2)s1)c1cccs1 (stereo not drawn) | -2 |
| C/C(N)=C(/C#N)C(=O)COC(=O)c1cc(S(=O)(=O)N2CCCCC2)ccc1C | 3 |
| CCOC(=O)CC(=O)Nc1c(C)cc(C)cc1C | 2 |

Following part.
14-3-3g Raf,Compound
-9,Cc1cccc2cc(CN(CC3CCCO3)C(=O)NC3CCCCC3)c(=O)[nH]c12 (stereo not drawn)
0&1,C=CCOc1nc2c(c(=O)n(C)c(=O)n2C)n1C
73*,O=C1c2ccccc2C(=O)c2c1ccc1c(=O)o[nH]c21
2,COc1ccccc1CN1CC(C(=O)NC2CCCCC2)CC1=O (stereo not drawn)
-1,CCn1c(SC(C(C)=O)C(C)=O)nnc1-c1c[nH]c2ccccc12
-8,COc1ccc(Cl)cc1-n1cc(-c2ccccc2)nc1SCC(=O)Nc1ccc(Cl)cc1
4,CC(C)COc1ccc(C(=O)NCC2OCCc3ccccc32)cc1 (stereo not drawn)
-7,Cc1sc2nc3c(C(=O)N4CCN(c5ccccn5)CC4)cccn3c(=O)c2c1C
-10,COc1ccc2cc3cc(C(=O)NCc4ccccn4)sc3nc2c1
-2,COc1ccc(Cl)cc1NC(=O)N(C)Cc1c(C)nn(C)c1C
0,O=C(c1oc(=O)c2ccccc2c1-c1ccccc1)N1CCC(O)CC1
-16,O=C(CCS(=O)(=O)c1cccs1)Nc1ccc(C(=O)N2CCc3ccccc3C2)cc1
-10,Cc1ccc(C)c(NS(=O)(=O)c2ccc(OCC(=O)NCc3ccco3)cc2)c1
-1,O=C(O)CN1CCN(Cc2ccccc2F)C1=O
-10,COc1cc(OC)cc(-n2c(=O)c3sccc3n(Cc3ccccc3F)c2=O)c1
-8,Cc1ccc(NC(=O)CN2CCN(CC(=O)Nc3ccccc3F)CC2)cc1F
3,Cc1cc(C(=O)NC(C)C2CCCO2)cs1 (stereo not drawn)
-3,COc1ccc(Br)cc1C1C(N2C(=O)c3cccc([N+](=O)[O-])c3C2=O)C(=O)N1c1ccc(Cl)cc1 (stereo not drawn)
0,CCCc1sc(Nc2ccccc2OC)nc1-c1ccccc1
-8,CCN(CCNC(=O)C1CCCN(S(=O)(=O)c2cccs2)C1)c1ccccc1 (stereo not drawn)
-8,COc1ccc2c(c1OC)C(=O)N1C(C(=O)O)Cc3c([nH]c4ccccc34)C21 (stereo not drawn)
-3,COc1ccc(N(C)C(=O)Cc2c(C(=O)O)[nH]c3ccccc23)c(OC)c1
-11,O=C1CC(c2cccc3ccccc23)Sc2nc(-c3ccccc3)nn21 (stereo not drawn)
1,CCC1COC(C)(CCC(C)C)N1C(=O)c1cc2c(=O)n3cccc(C)c3nc2s1 (stereo not drawn)
2,CCOc1ccccc1C(=O)Oc1c(Sc2ccccc2[N+](=O)[O-])c(C)nn1C(C)(C)C
-3,O=C(O)c1cccc(S(=O)(=O)Nc2ccc3c(c2)OCO3)c1
-12,Cc1ccc(N2C(=O)C(Oc3ccccc3)C2c2ccccc2Cl)cc1C (stereo not drawn)
-5,O=C(Nc1ccccc1C(F)(F)F)c1cnc2n(c1=O)CCS2
-5,O=c1cc(CO)oc(C(Nc2ccccn2)c2ccsc2)c1O (stereo not drawn)
3,Cc1cc(O)c(C=Nc2ccc(C(=O)O)cc2)c(C)c1Cl
3,Cc1ccc2c(SCC(=O)NCc3ccco3)nc(-c3ccc(F)cc3)nc2c1
-4,Cc1[nH]c(=O)[nH]c(=O)c1S(=O)(=O)N1c2ccc(F)cc2CCC1C (stereo not drawn)
-4,Cc1cccc(N2CCN(C(=O)C3CCN(c4nnc(-n5cccc5)s4)CC3)CC2C)c1 (stereo not drawn)
7,Cc1ccc(S(=O)(=O)N2CCCC(C(=O)NCc3cccnc3)C2)cc1Cl (stereo not drawn)
0,Cc1ncc(CO)c2cc(C(=O)Nc3ccccc3)c(=Nc3ccccc3)oc12
-6,OCCCNc1ncnc2oc(-c3ccccc3)c(-c3ccccc3)c12

Pulled by compound from the list above, 2 records:
14-3-3g Raf,Compound
-4,Cc1cccc(N2CCN(C(=O)C3CCN(c4nnc(-n5cccc5)s4)CC3)CC2C)c1 (stereo not drawn)
-6,OCCCNc1ncnc2oc(-c3ccccc3)c(-c3ccccc3)c12

New compounds follow
14-3-3g Raf,Compound
-13,N#Cc1nc(COc2ccccc2)oc1N1CCC(Cc2ccccc2)CC1
-14,CC(C(=O)Nc1nc(-c2ccccc2)cs1)N1C(=O)c2ccccc2C1=O (stereo not drawn)
1,O=C(O)c1cc(-c2ccco2)nc2ccccc12
-35,COc1cccc(NC(=O)CSC2=Nc3ccccc3C3=NC(c4ccccc4)C(=O)N23)c1 (stereo not drawn)
1,CC1=C(C(=O)Nc2ccc(C)cc2)C(c2ccccc2)n2ncnc2N1 (stereo not drawn)
-6,O=C(O)c1ccc(NC(=O)C2CC(=O)N(Cc3ccccc3)C(=Nc3ccc(F)cc3)S2)cc1 (stereo not drawn)
0,COc1cc(C2C3=C(CC(C)(C)CC3=O)OC3=C2C(=O)CC(C)(C)C3)ccc1OC(C)=O
0,CC(=O)OC(CCN1CC2CCN1CC2)c1ccccc1 (stereo not drawn)
-9,CCc1ccc2nc(N3CCC(C(=O)NC(C)c4ccccc4)CC3)sc2c1 (stereo not drawn)
-16,CC(NCCC(c1ccccc1)c1ccccc1)c1ccccc1 (stereo not drawn)
-5,CCS(=O)(=O)N1CCN(C2CCC(C)CC2)CC1 (stereo not drawn)
-1,Cc1nn(C)c(C)c1NC(=O)CSc1nc(-c2ccccc2F)nc2c1cnn2-c1ccccc1
3,O=C(CN1C(=O)c2ccccc2C1=O)Nc1cccc2cccnc12
-18,Cc1ccc(C2C3=C(CC(c4cccc([N+](=O)[O-])c4)CC3=O)Nc3ccccc3N2C(=O)c2ccccc2)cc1 (stereo not drawn)
-10,CS(=O)(=O)N(CC(=O)NC1CCCCC1)c1cccc(Cl)c1
-7,O=C(CN1C(=O)CCC1=O)Nc1nc(-c2cccs2)cs1
-3,O=C(CSc1nnc(CNC(=O)c2cccs2)o1)Nc1nccs1
-2,CCOC(=O)C(=O)N1N=C(c2ccc(Br)cc2)CC1(O)C(F)(F)F (stereo not drawn)
-7,Nc1ccc(F)cc1-c1nc2ccccc2[nH]c1=O
6,COc1ccc(-c2cc(C(F)(F)F)n3nc(C(=O)N4CCc5ccccc5C4)cc3n2)cc1OC
3,O=C(Nc1ccc(-c2ccccc2)cc1)c1ccc(F)cc1
-4,COc1ccc(C2C(C(=O)N3CCC(C)CC3)CC(=O)N2c2ccc(OC)cc2)cc1 (stereo not drawn)
-19,Cc1sc2ncnc(SCC(=O)c3cccs3)c2c1C
-9,C=CCOC(=O)c1sc(NC(=O)c2sc3ccccc3c2Cl)nc1C
0,C#CCOC(=O)c1sc2ccccc2c1Cl

This is a subset (hit frequency here may not be typical).
